# Screening results from PubChem BioAssay.
# TrxR1 substrate = is turned over as a substrate by rat TrxR1. 390,000 compounds, 0.01% hits. O89049. Potency, µM (series often up to 114 µM), for inactives: at the top dose activity change, negative = substrate turnover. purified TrxR1 substrate turnover, NADPH consumption readout; also: % is scaled to controls: 0 for no effect and ±100 for the full control effect; nearly all actives have a fitted effect of over 50% in size
# Target sequence (O89049 whole entry, looked up): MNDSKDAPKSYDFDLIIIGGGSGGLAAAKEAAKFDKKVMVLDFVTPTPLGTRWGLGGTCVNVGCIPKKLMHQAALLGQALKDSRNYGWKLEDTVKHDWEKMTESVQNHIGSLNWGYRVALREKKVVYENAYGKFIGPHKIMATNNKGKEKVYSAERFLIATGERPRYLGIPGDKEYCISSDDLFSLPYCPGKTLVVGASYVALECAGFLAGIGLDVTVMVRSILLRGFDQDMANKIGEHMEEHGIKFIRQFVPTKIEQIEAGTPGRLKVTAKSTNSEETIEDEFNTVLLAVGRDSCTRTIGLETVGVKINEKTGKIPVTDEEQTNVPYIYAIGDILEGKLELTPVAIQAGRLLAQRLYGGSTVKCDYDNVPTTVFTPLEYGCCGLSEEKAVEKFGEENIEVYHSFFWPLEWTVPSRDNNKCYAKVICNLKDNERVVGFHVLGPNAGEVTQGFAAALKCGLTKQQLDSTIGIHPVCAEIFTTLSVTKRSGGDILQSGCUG
#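 Rat TrxR1, dispensed at 90 nM, was prereduced with 400 uM NADPH (final) for 5 min at ~22 deg C, then incubated with compound 15 min before 400 uM selenite. A first-read NADPH fluorescence drop versus no-compound background flagged substrates.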
# RGS4 inhibitor = blocks human RGS4-accelerated GTP hydrolysis; P49798; Transcreener GDP fluorescence polarization, RGS4-accelerated GTP hydrolysis; Potency, µM (highest dose often 114 µM), without a hit: at the highest dose activity change, negative = inhibition, usual class: inhibitors; 390,000 compounds, 0.039% hits; also: % is scaled to controls: 0 for no effect and ±100 for the full control effect; nearly all actives have a fitted effect of over 75% in size; some results filed as inactive show a strong effect at the top dose
#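 MLSMR compounds (23 nl, pin-transferred) preincubated 10 min at room temperature with a 500nM (2x) first reagent, then RGS4 at 900nM (2x) plus Transcreener GDP mix added; fluorescence polarization (620/688 nm) read before and after 90 min at 30 °C.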
# Vif-APOBEC3F blk = inhibitors of Vif-A3F interaction; HeLa A3F-eYFP + Vif (tagged APOBEC3F with the HIV-1 protein that degrades it), YFP fluorescence increase; Potency, µM (top dose mostly 46.1 µM), without a hit: at the top dose activity, negative = active; 390,000 compounds, 0.2% hits; AID 602313; also: % of control where 0% means no effect; nearly all actives have a fitted effect of over 65% in size
#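 Fluorescence increase (Ex 488/Em 500-530) after overnight compound treatment at 37 deg C flags inhibition of Vif-driven A3F-eYFP loss in stable HeLa A3F-eYFP/Vif cells seeded overnight beforehand.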
# RXFP1 ag = agonists of human relaxin receptor RXFP1; Q9HBX9; HEK293T-RXFP1 cAMP TR-FRET, 30 min; response scale: percent of porcine relaxin response, buffer zero; Potency, µM (top dose mostly 57.5 µM), without a hit: top-dose activation, usual class: activators; 370,000 compounds, 0.3% hits; also: % is scaled to controls: 0 for no effect and ±100 for the full control effect; nearly all actives have a fitted effect of over 60% in size; many of its hits are not listed in these tables
#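 cAMP rise read by TR-FRET after 30 min, 37C compound exposure (up to 58 uM) in RXFP1-transfected HEK293 cells with Ro 20174 present. EC50 from Hill-equation fits, with 29 nM porcine relaxin as 100% and buffer as basal.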
# ALOX12 inh = ALOX12 (human) lipoxygenase inhibition | P18054 | purified 12hLO, xylenol orange hydroperoxide absorbance | Potency, µM (top dose mostly 108 µM), for the others: top-dose activity change, negative = inhibition, hits mostly inhibitors | 580,000 compounds, 1.1% hits | AID 1671190; also: % is scaled to controls: 0 for no effect and ±100 for the full control effect
#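 Purified human 12hLO at 150 nM in 25 mM Hepes, 0.01% Triton X-100, pH 7.0, preincubated 15 min at room temperature with compound. Reaction started with 40 uM arachidonic acid, 30 min at room temperature. Hydroperoxide measured by Fe-xylenol orange, 573/405 nm absorbance ratio.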
# mIDH1 inhibitor = blocks human mutant IDH1 R132H enzyme | O75874 | IDH1-R132H enzyme, NADPH consumption, diaphorase/resazurin fluorescence | Potency, µM (highest dose often 76.6 µM), without a hit: at the top dose activity change, negative = inhibition, usual class: inhibitors | 390,000 compounds, 0.093% hits; also: % is scaled to controls: 0 for no effect and ±100 for the full control effect; nearly all actives have a fitted effect of over 65% in size
# Target sequence (O75874 whole entry R132H, stated change not applied): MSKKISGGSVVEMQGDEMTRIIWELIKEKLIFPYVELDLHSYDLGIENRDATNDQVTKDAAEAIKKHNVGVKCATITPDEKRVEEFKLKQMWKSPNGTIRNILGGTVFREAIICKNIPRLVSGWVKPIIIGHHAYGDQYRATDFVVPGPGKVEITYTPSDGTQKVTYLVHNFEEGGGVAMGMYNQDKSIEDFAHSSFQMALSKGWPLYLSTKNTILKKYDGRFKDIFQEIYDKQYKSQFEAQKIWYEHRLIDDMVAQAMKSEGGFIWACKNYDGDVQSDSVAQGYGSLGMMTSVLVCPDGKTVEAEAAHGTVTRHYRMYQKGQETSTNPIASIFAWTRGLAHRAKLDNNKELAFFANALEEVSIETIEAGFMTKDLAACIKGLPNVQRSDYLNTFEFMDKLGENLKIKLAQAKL
#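 IDH1-R132H (0.5 ug/mL) preincubated 30 min with compound, then NADPH (0.016 mM) and alpha-KG (2 mM) added; 80 min at RT, pH 7.5. Remaining NADPH coupled via diaphorase/resazurin to fluorescence (540/590 nm); concentration-response curves normalized to no-enzyme control.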
# Vif-APOBEC3G blk = blocks the Vif interaction with human APOBEC3G; HeLa A3G-eYFP + Vif (tagged APOBEC3G with the HIV-1 protein that degrades it), YFP fluorescence, overnight; Potency, µM (highest dose often 46.1 µM), without a hit: top-dose activity, negative = active, most hits filed as inhibitors; 410,000 compounds, 0.076% hits; AID 602310;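 also: % is scaled to controls: 0 for no effect and ±100 for the full control effect; nearly all actives have a fitted effect of over 60% in size; hits raise eYFP signal because A3G escapes Vif-driven loss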
#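 Read-out is eYFP fluorescence (Ex 488/Em 500-530) from Vif-expressing HeLa A3G-eYFP cells; more signal means A3G escaped Vif-mediated degradation. Cells plated overnight, compound pinned in, incubated overnight at 37 deg C.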
# TrxR1 inh = inhibitors of rat thioredoxin reductase 1 | 390,000 compounds, 1% hits | O89049 | Potency, µM (titrated, usually from 114 µM), inactives show at the top dose activity change, negative = inhibition, hits mostly inhibitors | recombinant rTrxR1, NADPH fluorescence consumption, selenite substrate; also: % is scaled to controls: 0 for no effect and ±100 for the full control effect; nearly all actives have a fitted effect of over 65% in size
#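 Rat TrxR1 (90 nM in the dispensed reagent) was pre-reduced with 400 uM NADPH for 5 min at room temperature, then incubated with compound for 15 min. After 400 uM selenite was added, NADPH fluorescence (Ex 340/Em 450 nm) was followed for 8 min.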
# USP1-UAF1 inh = USP1/UAF1 (human) deubiquitinase inhibition; O94782; 390,000 compounds, 0.23% hits; Potency, µM (titrated, usually from 57.1 µM), for inactives: at the highest dose activity change, negative = inhibition, hits mostly inhibitors; recombinant USP1/UAF1, Ub-Rhodamine cleavage fluorescence; also: % is scaled to controls: 0 for no effect and ±100 for the full control effect; nearly all actives have a fitted effect of over 60% in size; inactives centre near -12
#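 USP1/UAF1 complex (1 nM) preincubated 15 min at room temperature with compound, then Ub-Rho substrate (150 nM final) added. Kinetic fluorescence at 480/540 nm over 6 reads at 60 s intervals; 50 mM HEPES pH 7.8, 0.5 mM EDTA, 0.1 mg/ml BSA, 1 mM TCEP, 0.01% Tween-20.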
# Starred values were filed as active, the others as inactive; i = inactive; ? = inconclusive; · = no result given; & = joins results of further samples; [ ] = another dose, or the depositor's remark. Calls follow the shape of the dose curve; as a rule, active = well fitted curve in the direction sought with a large enough effect; inconclusive = small, poorly fitted or top-dose-only effect, or another doubt; inactive = no such curve, though single readings can be large; an effect the other way counts as inactive or inconclusive. Potency is read from the fitted curve at half-maximal effect. This is a subset. The share of hits here may be higher or lower than overall.
SMILES,TrxR1 substrate,RGS4 inhibitor,Vif-APOBEC3F blk,RXFP1 ag,ALOX12 inh,mIDH1 inhibitor,Vif-APOBEC3G blk,TrxR1 inh,USP1-UAF1 inh
CC[C@@H](C)[C@@H]1CN([C@@H](CN2CCC[C@H]2CN2C(N)=NC[C@@H]2Cc2ccccc2)C(C)C)C(=N)N1CCCC1CCCC1,-1%,-16%,-1%,·,·,-11%,10%,-7%,-6%
Cc1cc(C)c(S(=O)(=O)c2ccccc2Cl)c(=O)[nH]1,-6%,23%,2%,1.3%,-9%,-2%,-10%,-10%,0%
CCN(CC)S(=O)(=O)c1ccc2c(c1)N(CC(=O)N(C)Cc1ccccc1)C(=O)CO2,-1%,14%,-8%,-2.8%,-3%,-7%,1%,8%,-26%
O=C(Nc1cccnc1)c1ccc(Br)c(S(=O)(=O)N2CCCC2)c1,-3%,-5%,1%,5.1%,0%,0%,0%,2%,-22%
COCCOc1ccc(C(F)(F)F)cc1NC(=O)c1ccccc1,14%[57.1 µM],-18%,-17%,0.6%,5%,2%,2%,12%[57.1 µM],-16%
CCOC(=O)N1CCC(NC(=O)c2cn(-c3ccc(OC)cc3)c(=O)c3ccccc23)CC1,-1%,15%[56.9 µM],-3%,0.2%,0%,-1%,0%,6%,-3%
COc1ccc(C2=NCC(CSc3nnc(-c4ccc5c(c4)OCO5)o3)S2)cc1 (stereo not given),1%,2%,1%,2.2%,10%,1%,-4%,18%,?
COC(=O)c1cnn(-c2ccc(C(=O)Nc3ccc(OC(F)(F)F)cc3)cc2)c1N,-2%[57.1 µM],13%,-2%,1.1%,?,0%,3%,13%[57.1 µM],-1%
COc1cc2c(cc1OC)CN(C(=O)CNC(=O)c1ccc(OC(F)F)cc1)CC2,-3%,-6%,1%,-0.9%,i,12%,0%,-3%,-21%
Cc1ccc(C(=O)N2CCN(S(=O)(=O)c3ccccc3C#N)CC2)cc1S(=O)(=O)N1CCOCC1,-2%,12%,5%,-1.1%,-10%,-5%,-1%,13%,-11%
COc1ccc(CN(C)CC(=O)N(C)CC(=O)Nc2ccccc2Br)cc1F,2%,-18%,1%,2.0%,i,-3%,-4%,11%,-20%
CCS(=O)(=O)c1ccc2oc(Nc3ccc(C(C)C)cc3)nc2c1,-9%,?,-8%,2.1%,7.1µM*,4%,-1%,-11%,-26%
COc1ccccc1NS(=O)(=O)c1ccc(C)c(C(=O)NCC(c2ccco2)N2CCCCC2)c1 (stereo not given),-8%,9%,-1%,0.4%,-13%,6%,0%,-13%,-12%
COC(=O)c1cccnc1-n1c(=O)c2cccnc2n(CC(=O)Nc2ccc(Br)cc2)c1=O,3%,10%,10%,-1.4%,-19%,-10%,-11%,21%,-11%
Cc1ccc(-c2nc3c4ccccc4ccn3c2CN2CCCCC2)cc1,5%,15%,2%,5.0%,?,0%,2%,18%,-8%
Nc1nc(SCC(=O)Nc2ccc3c(c2)OCO3)n[nH]1,-7%,10%,5%,-0.1%,3%,4%,0%,-11%,-2%
CCCCOc1cccc(/C=N/NC(=O)c2csc(C)c2C)c1,-2%,-26%,-3%,1.4%,18%,1%,-5%,3%,-9%
CCCCCn1c(CN2CCN(Cc3ccccc3)CC2)nc2c1c(=O)n(C)c(=O)n2C,-6%,-3%,-3%,1.7%,-1%,8%,2%,-20%,-24%
CC(=O)Nc1cccc(NC(=O)C2CCN(C(=O)c3ccco3)CC2)c1,4%,-7%,-7%,0.3%,-2%,4%,-1%,7%,-6%
COCc1c(C(=O)Nc2nnc(C3CC3)s2)oc2ccccc12,·,·,4%,·,5%,14%,2%,·,-25%
C/C(Cn1nnc2ccccc21)=N/OC(=O)c1c(F)cccc1F,1%[57.1 µM],6%,-3%,-0.3%,-12%,-4%,-6%,1%[57.1 µM],-16%
CC(=O)Nc1c(NC(=O)CC#N)[nH]c2c(c1=O)c(=O)n(C)c(=O)n2C,-1%,19%,1%,2.4%,-15%,-4%,-4%,10%,-13%
S=C(Nc1ccccc1)N1CCOCC1,12%[57.1 µM],7%,6%,-0.7%,1%,-3%,-1%,6%[57.1 µM],-19%
Cc1ccc(S(=O)(=O)Cc2ccc(C(=O)NCCc3ccc(Cl)cc3)o2)cc1,-4%,-4%,0%,3.9%,?,-2%,3%,12%,-24%
O=C(NNS(=O)(=O)c1ccccc1[N+](=O)[O-])c1ccncc1,-5%,-18%,-4%,0.8%,-18%,5%,0%,-3%,-13%
O=C(NCCc1ccccc1)C1CCN(S(=O)(=O)c2ccccc2)CC1,-1%,30%,-6%,2.0%,-5%,4%,-1%,-29%[57.1 µM],-14%
Nc1ccc(N2CCOCC2)c(Cl)c1,0%,-15%[11.4 µM],2%,2.4%,0%[57.4 µM],2%,-5%,2%[57.1 µM],-18%
COCCNC(=S)c1ccc(Br)cc1,0%,?,0%,-1.7%,?,7%,0%,-5%,-27%
Cc1ccc(S(=O)(=O)N2CCOCC2)cc1C(=O)OCC(=O)c1ccc(Br)cc1,-4%,-6%,2%,0.1%,8%,-7%,1%,21%,1%
CNC(=O)c1ccc(N(Cc2ccccc2C)S(C)(=O)=O)cc1,-10%,15%,1%,0.3%,8%&18%,4%,0%,-15%,7%
COc1ccc2cc3cc(C(=O)NCc4ccc(C)cc4)oc3nc2c1,87%[activator],10%,2%,8.4%,0%,5%,-1%,8%,-15%
Cn1c(SCC(=O)Nc2cccnc2Cl)nnc1-c1ccco1,6%,-10%,10%,·,-5%,1%,-3%,-2%,-10%
COc1ccc(/C=N/NC(=S)Nc2ccccc2)cc1,12%[57.1 µM],2%,-9%,-0.5%,50µM*,-3%,0%,24%[57.1 µM],-4%
Cc1cccc(OC(=O)c2cn(C)nc2C(F)(F)F)c1C,-10%,-32%,6%,-1.1%,-22%,7%,-1%,17%[57.1 µM],-9%
ClCCn1cnc2c(SCc3ccccc3)ncnc21,-4%[2.29 µM],3%,-4%,·,1%,11%,1%,-2%[2.29 µM],-6%
c1cncc(-c2nn[nH]n2)c1,-3%[57.1 µM],-19%,-1%,-0.4%,-16%,1%,0%,2%[57.1 µM],-12%
CCOC(=O)c1oc2c(c1C)-c1nn(Cc3c(F)cccc3Cl)cc1CC2,14%,-27%,·,0.7%,-16%,·,·,13%,1%
Cc1ccc([C@H]2C[C@@H](O)[C@H](n3cc(C4CC4)nn3)CN2C(=O)C2CCCCC2)cc1,·,·,0%,·,?,-2%,-4%,·,-1%
c1cc(N2CCCCC2)nc(N2CCCCC2)n1,4%,-2%,-13%,·,0%,2%,4%,25%,?
OC1(C2(O)CC(c3ccccc3)ON2)CCCCC1 (stereo not given),-2%,3%,-15%,0.1%,0%,7%,0%,-7%,-22%
CC(=O)c1sc(=S)n(-c2ccc(Cl)cc2)c1C,-5%,?,-9%,-0.3%,-26%,-3%,-3%,10%,-14%
Cc1nn(CC(=O)Nc2ccc(S(N)(=O)=O)cc2)c(=O)c2ccccc12,6%[57.1 µM],9%,8%,-2.0%,-6%,4%,-2%,-7%[57.1 µM],1%
CCn1c(N2CCN(CC(=O)c3c(C)n(C)c4ccc(OC)cc34)CC2)nc2c1c(=O)[nH]c(=O)n2C,-5%,4%,8%,3.2%,52%[activator],17%,1%,1%[57.1 µM],-3%
COCCNC(=O)c1c[nH]c2ccc(S(=O)(=O)N(C)c3ccc(C)c(C)c3)cc2c1=O,0%[57.1 µM],-1%,0%,2.6%,-2%,-2%,-3%,5%[57.1 µM],-17%
CCOC(=O)C1C(c2ccccc2O)NC(=O)NC1(O)C(F)(F)F (stereo not given),6%,13%,?,4.0%,-9%,-9%,0%,30%,-22%
Cc1cc2nn(-c3ccc(F)cc3)nc2cc1N,82%[activator],?,-5%,8.8%,9%,-2%,-5%,13%,-20%
O=C(c1cccc(NS(=O)(=O)c2ccccc2)c1)N1CCCC1,1%,-1%,-16%,1.5%,·,-8%,1%,13%,-6%
CN1c2ccccc2N(C)C1(C)c1ccccc1,-5%,?,?,-1.0%,?,18%,-5%,?,?
O=C(Nc1ccc(Cl)cc1)N(Cc1cccs1)Cc1cccs1,2%,-33%,-3%,1.6%,0%,9%,-1%,1%,-22%

# Retrieved by compound from the list above (3):
SMILES,TrxR1 substrate,RGS4 inhibitor,Vif-APOBEC3F blk,RXFP1 ag,ALOX12 inh,mIDH1 inhibitor,Vif-APOBEC3G blk,TrxR1 inh,USP1-UAF1 inh
Cc1cc2nn(-c3ccc(F)cc3)nc2cc1N,82%[activator],?,-5%,8.8%,9%,-2%,-5%,13%,-20%
O=C(c1cccc(NS(=O)(=O)c2ccccc2)c1)N1CCCC1,1%,-1%,-16%,1.5%,·,-8%,1%,13%,-6%
CN1c2ccccc2N(C)C1(C)c1ccccc1,-5%,?,?,-1.0%,?,18%,-5%,?,?
